D2 antagonist = D2 dopamine receptor (human) antagonism; HEK293 TREx D2 cells, calcium flux, dopamine EC80; inhibition, % at 10 µM; 2% of 340,000 active; in the data active = inhibition above about 30%; note: 0% is about no effect
Target sequence (P14416 whole entry, looked up): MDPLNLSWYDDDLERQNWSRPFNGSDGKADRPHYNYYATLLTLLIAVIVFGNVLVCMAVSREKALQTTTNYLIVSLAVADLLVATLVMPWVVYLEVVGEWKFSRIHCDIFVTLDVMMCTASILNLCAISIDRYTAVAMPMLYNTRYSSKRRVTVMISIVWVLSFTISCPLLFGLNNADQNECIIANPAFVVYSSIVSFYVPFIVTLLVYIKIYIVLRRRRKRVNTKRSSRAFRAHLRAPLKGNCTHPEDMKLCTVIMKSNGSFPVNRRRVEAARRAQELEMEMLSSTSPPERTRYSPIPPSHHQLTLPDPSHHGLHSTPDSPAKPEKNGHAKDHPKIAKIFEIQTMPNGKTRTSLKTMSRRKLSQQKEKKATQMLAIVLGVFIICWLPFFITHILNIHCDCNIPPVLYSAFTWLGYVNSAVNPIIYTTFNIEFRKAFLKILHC
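Tetracycline-induced HEK293 TREx cells expressing D2 receptor forced-coupled to calcium signalling, loaded with no-wash calcium dye. Compounds added and calcium flux read 180 s, then dopamine added at EC80 and read a further 180 s.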
D1 ag = activates the human D1 dopamine receptor. P21728. activation, % at 2 µM. HEK293 T-REx D1 cells, calcium flux, agonist mode. 1% of 360,000 active; note: 0% is about no effect
Target sequence (P21728 whole entry, looked up): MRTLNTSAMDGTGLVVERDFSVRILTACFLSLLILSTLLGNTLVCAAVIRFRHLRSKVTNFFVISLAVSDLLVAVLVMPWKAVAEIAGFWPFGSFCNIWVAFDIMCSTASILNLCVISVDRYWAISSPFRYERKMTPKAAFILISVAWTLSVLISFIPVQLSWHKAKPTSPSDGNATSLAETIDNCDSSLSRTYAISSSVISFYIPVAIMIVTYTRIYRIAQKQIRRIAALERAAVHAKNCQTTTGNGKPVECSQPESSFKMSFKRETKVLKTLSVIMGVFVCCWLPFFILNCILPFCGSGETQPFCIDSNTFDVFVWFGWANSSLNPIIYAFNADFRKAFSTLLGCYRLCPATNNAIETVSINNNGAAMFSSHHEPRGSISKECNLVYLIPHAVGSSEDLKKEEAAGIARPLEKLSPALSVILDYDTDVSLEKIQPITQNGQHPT
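Agonism was scored from calcium flux recorded over 180 s (1 read/s) after pintool compound addition, following a 10-cycle baseline. Cells were inducible force-coupled HEK293 TREx D1, plated overnight at 30 C and loaded with no-wash calcium dye.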
TRHR PAM = allosterically enhances the human TRH receptor. P34981. TRHR cells, fluo-8 calcium fluorescence, EC20 TRH enhancement. enhancement, % at 2 µM. 0.66% of 360,000 active. AID 493056; in the data active = enhancement above about 30%; note: 0% is about no effect
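Enhancer read-out: after compound pinning and an initial kinetic agonist-mode read, an EC20 of TRH (10 nM final) was injected and fluo-8 calcium signal (Ex 480/Em 530) followed at 1 s/cycle for 100 cycles in TRHR-expressing cells.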
D1 potentiator = enhances dopamine response at the human D1 receptor; HEK293 TREx D1 cells, calcium flux, dopamine EC20 potentiation; potentiation, % at 10 µM; 0.036% of 360,000 active; in the data active = potentiation above about 30%; note: 0% is about no effect
RXFP1 antagonist = RXFP1 (human) relaxin receptor antagonism | activity change, negative = inhibition, % at 57.5 µM | 0.59% of 350,000 active | HEK293-RXFP1, relaxin-stimulated cAMP HTRF, 30 min; hits give low values;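 active = activity change of -60% or lower, but not beyond a set lower limit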; note: % is set by controls: 0 for no effect and ±100 for the full control effect
D2 PAM = positive allosteric modulators of human D2 dopamine receptor; P14416; HEK293 T-REx D2, calcium flux, EC20 dopamine potentiation; potentiation, % at 10 µM; 0.34% of 340,000 active;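 active = potentiation over 3 SD above the plate norm, cut at about 30% in these data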; note: 0% is about no effect
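Using a no-wash calcium dye in inducible, force-coupled HEK293 Trex cells expressing D2, we tracked fluorescence each second for 180 s after compound, then for 180 s after EC20 dopamine to detect augmented signalling.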
TRHR ag = TRH receptor (human) agonism; TRHR cells, calcium flux fluo-8, FDSS agonist mode; 0.18% of 360,000 active; P34981; activation, % at 2 µM; note: 0% is about no effect
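In this calcium-flux screen, cells bearing human TRHR are dye-loaded with fluo-8, baselined for 10 cycles, then exposed to library compounds; positive kinetic calcium responses during the agonist phase mark hits, with TRH as control.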
D1 antagonist = blocks dopamine activation of the human D1 receptor; P21728; HEK293 TREx D1 cells, calcium flux, dopamine EC80; hits give low values; activity change, negative = inhibition, % at 10 µM; 3.2% of 360,000 active; AID 504652; in the data active = activity change below about -30%; note: % is set by controls: 0 for no effect and ±100 for the full control effect
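Tetracycline-induced HEK293 T-REx cells with force-coupled D1 receptor were loaded with a no-wash calcium dye. Compound was added after a 10 s baseline and read kinetically for 180 s; EC80 dopamine was then added and calcium flux followed another 180 s.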
D2 ag = D2 dopamine receptor (human) agonism | P14416 | HEK293 T-REx D2 cells, calcium flux agonist mode | activation, % at 2 µM | 0.53% of 340,000 active | AID 485358;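 active = activation over 3 SD above normal in the single-dose calcium agonist read, cut at about 30% in these data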; note: 0% is about no effect
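Agonism scored from kinetic calcium signal (1 read/sec, 180 s) following compound pin transfer, after a 10 s baseline. Cells: HEK293 Trex line expressing inducible D2 receptor coupled to calcium, dye-loaded after overnight culture at 30 C.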
* marks the source's active call; other numbers are inactive results; / = no result given. Cut-off read from the data, not from the text of the source, unless noted: active = activation above about 30%; inactive = the rest.

Compound,D2 antagonist,D1 ag,TRHR PAM,D1 potentiator,RXFP1 antagonist,D2 PAM,TRHR ag,D1 antagonist,D2 ag
O=C(NCc1cccs1)C1CCCN(S(=O)(=O)c2cnc[nH]2)C1 (configuration not stated),-4,4,7,/,/,30,0.3,-3,1.7
CCOC(=O)Cn1c(=NC(=O)c2cc(-c3cccs3)nc3ccccc23)sc2cc(S(N)(=O)=O)ccc21,6,1,-1,-2,-33,5,0.3,-20,1.2
NS(=O)(=O)c1ccc2nc(NC(=O)C3CCCO3)sc2c1 (configuration not stated),1,4,0,-2,-8,4,0.6,-13,1.1
O=C(O)c1ccc(N2CCCC2=O)cc1,-8,3,4,-9,-1,-4,-0.4,17,1.3
COc1ccc(C(=O)N2CCN(S(=O)(=O)c3cc(Cl)ccc3OC)CC2)cc1,-13,2,4,-8,-6,-1,0.2,-2,1.1
CN1C(=O)C(=O)/C(=C(/O)c2ccc(Br)cc2)C1c1cccc([N+](=O)[O-])c1 (configuration not stated),4,-3,-3,0,4,-2,0.2,18,1.1
O=C(COC(=O)CC1CCCC1)Nc1cc2c(cc1Cl)C(=O)c1ccccc1C2=O,-7,1,-8,-2,-3,-6,0.8,4,-0.5
CCNC(=O)c1cnc2sc(N3CCC(C)CC3)nn2c1=O,/,0,9,-2,-2,-3,0.3,-3,0.5
CCCNC(=O)C(Cc1ccc(Cl)cc1)NC(=O)c1ccc(C#N)cc1 (configuration not stated),2,3,24,3,/,1,-0.6,-25,0.2
Cc1nc2ccccc2cc1C(=O)N(C)Cc1ccccc1,6,5,-2,-13,8,-2,-0.5,-3,-0.4
CCn1c2c(c(=O)n3ncc(C(=O)N4CCN(c5ccc(C(C)=O)cc5)CC4)c13)CN(Cc1ccc(OC)cc1)CC2,/,0,-7,0,-34,6,-0.6,5,0.5
COc1ccc(-c2csc3nc(C)nc(N4CCN(c5ccc(C(C)=O)cc5)CC4)c23)cc1OC,7,4,-4,-3,2,-2,-4.4,5,-0.8
CCOc1cnc(C(=O)NNC(=O)c2ccccc2Br)o1,0,4,3,-2,-33,6,0.4,-7,-0.5
O=C1c2ccccc2C(O)N1Cc1ccccc1Cl (configuration not stated),-6,1,-4,-3,-14,9,-0.4,-4,0.1
O=C(c1ccc(S(=O)(=O)N2CCOCC2)cc1)N1CCN(c2ccc(F)cc2)CC1,12,0,-1,1,-2,-1,0.3,0,-0.3
Cc1ccc(C(=O)OC(C)C(=O)NC2CCCCC2)cc1S(=O)(=O)N1CCCCC1 (configuration not stated),-23,1,7,4,2,12,-0.8,2,-1.5
COc1ccc(CNC(=O)c2csnn2)cc1,10,4,-1,-6,6,14,-1.9,0,0.8
C=CCn1c(SCC(=O)N2CCOCC2)nc(O)c(Cc2ccccc2)c1=O,-9,3,-3,-5,6,0,0.6,-1,0.0
COCCNC(=O)c1ccccc1NC(=O)c1ccc(OC)c(OC)c1,-17,1,3,-3,4,-8,0.2,-4,0.7
CCc1ccc(NC(=O)C(=O)NCC(c2cccnc2)N2CCN(C)CC2)cc1 (configuration not stated),/,53*,3,9,7,9,-0.3,2,-0.2
CCOC(=O)c1nnn(-c2nonc2N)c1CSc1nnc(N)s1,8,-2,52*,-2,6,0,0.1,1,0.1
CNC(=O)C1CCN(c2nc3ccccc3nc2C(F)(F)F)CC1,/,3,-1,-3,/,3,0.4,-3,0.4
Cc1ccc(CNC(=O)c2ccc(-c3nc(CS(=O)c4ccccc4)c(C)o3)cc2)cc1 (configuration not stated),/,2,-3,-2,/,-2,0.0,-19,-0.4
Cc1ccc(-c2nc(S(=O)(=O)c3ccc(C)cc3)c(SCC(=O)c3ccccc3)o2)cc1,/,8,-10,-1,-8,-5,1.0,2,0.6
Cc1cccc(C(=O)N2CCCCCC2)c1,-2,1,-6,-7,18,-4,-0.1,-9,-0.1
Cc1ccc(N=C2NC(=O)/C(=C/c3cccn3C)S2)cc1C,19,0,-3,-4,-31,-19,0.3,6,0.5
CN(C)c1cccc(C(=O)N2CCC(c3c[nH]c4ccccc34)(c3c[nH]c4ccccc34)CC2)c1,/,2,5,-1,/,2,0.1,7,/
O=C(Nc1csc([N+](=O)[O-])c1)Nc1ccccc1Cl,2,13,-4,-9,-8,-9,0.1,-31*,-0.1
NC(=O)C1(N2CCCCC2)CCN(C(=O)c2cccs2)CC1,8,2,2,-10,3,3,0.3,-16,-1.0
CCC(=O)NC(=S)NNC(=O)c1ccc(OC)cc1,7,5,-6,-5,-1,3,1.1,0,-0.4
COc1ccc(CC(C)Nc2ccccc2F)cc1 (configuration not stated),-5,0,0,-8,-22,17,0.0,4,0.3
COc1ccc(C2C(C#N)=C(N)Oc3cc4c(cc32)OCO4)cc1 (configuration not stated),19,2,2,2,0,-7,0.6,28,0.4
COc1ccc(-c2nc3scc(CCNS(=O)(=O)c4ccc(Oc5ccccc5)cc4)n3n2)cc1,/,7,-6,-4,-24,-4,0.3,/,0.5
Cc1cc(N2C(=O)c3ccc(C(=O)Nc4ccccc4O)cc3C2=O)no1,-5,5,2,7,-1,10,0.2,-12,7.1
Cc1c(NC(=O)Nc2ccc(Br)cc2F)sc2nc3n(c(=O)c12)CCC(C)CC3 (configuration not stated),/,1,-1,-7,-1,-8,-0.2,27,-0.2
CCOc1ccc(S(=O)(=O)N2CCC(C(=O)OC(C)C(=O)N3CCOCC3)CC2)cc1 (configuration not stated),6,1,2,-4,0,-1,-0.3,7,0.0
O=C(COC(=O)CNC(=O)c1ccc(Cl)cc1Cl)Nc1cccc(S(=O)(=O)N2CCCC2)c1,6,5,-4,-7,-4,-12,0.3,-32*,0.0
CC(C)(C)c1ccc(C(=O)NCCCNC(=O)c2ccco2)cc1,13,4,1,/,18,-3,-0.3,-3,0.2
COc1cc(OC)c(N(C)C(=O)Nc2cn(CC(C)C)c(=O)c3ccccc23)cc1Cl,/,-1,-23,-5,/,5,-0.5,5,-0.6
CCOc1ccc(C(=O)NC(=S)N(Cc2ccccc2)Cc2ccccc2)cc1,/,4,-4,-3,26,/,-0.4,-2,/
COc1ccc(NC(=O)Cn2cc(C(=O)c3ccccc3OC)c(=O)c3ccc(C)nc32)cc1OC,/,0,-3,1,-12,/,0.5,9,0.4
Cc1ccccc1-n1nnnc1SC1CCOC1=O (configuration not stated),6,3,15,0,8,8,-0.6,9,-0.3
CCCc1nnc(SCC(=O)Nc2nc(C)cs2)n1CCOC,3,2,-2,-7,-4,1,0.8,-9,-1.0
CCOc1ccc(C(=O)Nc2c(C(=O)N3CCN(c4ccccc4F)CC3)oc3ccccc23)cc1,/,2,-3,2,-17,3,-0.6,6,/
Cn1c(-c2cccc3ccccc23)n[nH]c1=S,-4,1,-2,-1,-11,-9,-0.4,5,-0.5
COc1ccc(CN2CCN(Cc3ccc(CO)o3)CC2CCO)cc1C (configuration not stated),2,5,57*,1,6,12,0.2,3,0.4
CCC1CCC(N2CCN(c3ccc([N+](=O)[O-])cc3)CC2)CC1 (configuration not stated),-4,1,-1,-4,-16,-2,0.0,-16,-0.3
CCOc1nc(NC(=O)NS(=O)(=O)c2ccccc2F)nc(-c2ccccc2)n1,-4,1,2,1,-26,1,-0.1,-31*,0.4
O=C(NC1CCN(Cc2ccc(Cl)cc2Cl)CC1)c1ccccc1,13,28,-3,-28,-16,-27,-1.1,-76*,1.1
O=C(CN1CCCC1)Nc1ccc(Br)cc1[N+](=O)[O-],6,1,26,1,10,0,-0.1,18,0.0
c1ccc(-[n+]2nc(Nc3cccc4ccccc34)sc2-c2c3ccccc3cc3ccccc23)cc1,/,1,-1,0,/,/,-0.6,-3,/
CCOc1nc(NCCO)nc(NCCC2=CCCCC2)n1,-15,-2,3,-1,1,49*,-1.7,-6,0.2
CCCNC(=O)c1cc(S(=O)(=O)N2CCCCC2)ccc1N1CCOCC1,-4,2,-2,3,-6,18,0.0,3,-0.3
Cc1nc(SCN2C(=O)c3ccccc3C2=O)n[nH]1,3,-1,1,-5,7,6,0.4,-7,-1.3
Cc1csc(NC(=O)c2ccc(N3CCCC3=O)cc2)n1,2,4,1,-1,6,1,1.0,6,1.5
CCCCOc1ccc(C(=O)NC(=S)Nc2ccc(CN3CCOCC3)cc2)cc1,5,3,32*,-4,3,-3,0.0,-16,-2.1
O=C(CSc1nc2ccccc2o1)N/N=C/c1ccccc1C(=O)O,6,0,-10,-7,5,3,0.3,4,-0.5
CC(=O)Nc1cccc(C(=O)/C=C/c2ccc(C)cc2)c1,1,4,2,-8,-24,-9,0.2,-15,-0.7
Cc1nc2ccc(NC(=O)c3cc([N+](=O)[O-])cc([N+](=O)[O-])c3Cl)cc2s1,-13,1,13,-3,-25,-3,-0.4,-55*,-0.2
Cc1ccc(CC(=O)c2ccc(Cl)cc2)cc1,17,4,14,-3,-12,-1,-1.0,-15,-0.7

Arranged by value in TRHR PAM (smallest number first): five of the compounds above.
| mol | D2 antagonist | D1 ag | TRHR PAM | D1 potentiator | RXFP1 antagonist | D2 PAM | TRHR ag | D1 antagonist |
| --- | --- | --- | --- | --- | --- | --- | --- | --- |
| CCCNC(=O)c1cc(S(=O)(=O)N2CCCCC2)ccc1N1CCOCC1 | -4 | 2 | -2 | 3 | -6 | 18 | 0.0 | 3 |
| CCOc1nc(NC(=O)NS(=O)(=O)c2ccccc2F)nc(-c2ccccc2)n1 | -4 | 1 | 2 | 1 | -26 | 1 | -0.1 | -31* |
| CCOc1nc(NCCO)nc(NCCC2=CCCCC2)n1 | -15 | -2 | 3 | -1 | 1 | 49* | -1.7 | -6 |
| O=C(CN1CCCC1)Nc1ccc(Br)cc1[N+](=O)[O-] | 6 | 1 | 26 | 1 | 10 | 0 | -0.1 | 18 |
| COc1ccc(CN2CCN(Cc3ccc(CO)o3)CC2CCO)cc1C (configuration not stated) | 2 | 5 | 57* | 1 | 6 | 12 | 0.2 | 3 |

Further results follow:
Compound,D2 antagonist,D1 ag,TRHR PAM,D1 potentiator,RXFP1 antagonist,D2 PAM,TRHR ag,D1 antagonist,D2 ag
COc1cc(C=O)ccc1OCCOCCOc1ccc(Cl)cc1,-21,4,5,-2,-3,-6,-0.5,5,0.4
Cc1nnc2c(N(C)S(=O)(=O)c3ccccc3)nc3ccccc3n12,-4,2,-2,0,-3,6,0.1,-3,1.3
CC(C)(C)NS(=O)(=O)c1ccc(CCC(=O)Nc2ccc3c(c2)OCCO3)cc1,-9,2,9,-2,-8,-2,0.4,5,-0.2
CCCCC(NC(=O)Cc1c(C)c2cc3c4c(oc3cc2oc1=O)CCCC4)C(=O)O (configuration not stated),-57,5,0,-1,2,-1,-0.4,-5,0.3
CS(=O)(=O)N1CCC(C(=O)NNC(=O)Nc2ccc(F)c(Cl)c2)CC1,-2,2,-3,-1,3,-10,0.2,-9,1.1
O=C(c1cc(=O)[nH]c2ccccc12)N1CCN(c2ccccc2)CC1,-4,6,2,-2,6,11,0.9,-9,-1.0

Complete entries, quoted from the list. Order of screens: D2 antagonist	D1 ag	TRHR PAM	D1 potentiator	RXFP1 antagonist	D2 PAM	TRHR ag	D1 antagonist	D2 ag
Record of COc1cc(C=O)ccc1OCCOCCOc1ccc(Cl)cc1 → -21	4	5	-2	-3	-6	-0.5	5	0.4
Record of Cc1nnc2c(N(C)S(=O)(=O)c3ccccc3)nc3ccccc3n12 → -4	2	-2	0	-3	6	0.1	-3	1.3

Screening results deposited in PubChem BioAssay by National Center for Advancing Translational Sciences (NCATS).
